UBC9 SUMO inh: inhibitors of human SUMOylation (UBC9). P63279. HTRF SUMOylation assay, SAE1/SAE2 + UBC9, in vitro. inhibition, % at 35 µM. 0.36% of 290,000 active. AID 2006; in the data active = inhibition above about 50%, passing the limit was not always enough; note: strong numbers were not always called active
p-CIP stab down: p/CIP protein destabilization. AID 1984. Q05BA5. 0.01% of 290,000 active. decrease of EGFP signal, % at 10 µM. F442A p/CIP-EGFP cells, EGFP fluorescence, 16 h;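 active = EGFP signal decrease of at least 30% at 10 µM or well 3 SD below plate mean, unless failing retest; inactive = the rest, including hits failing retest or dose response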; note: some compounds called inactive have numbers as strong as hits; many of its hits are not listed in these tables
IDE cell inh: inhibitors of human insulin-degrading enzyme in cells | 0.41% of 320,000 active | P14735 | HEK cells, FAbetaB cleavage, fluorescence polarization | inhibition, % at 5.59 µM;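 active = percent inhibition above the average of all tested compounds plus 3 SD, set per screening campaign, cut at about 16% in these data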;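 note: IDE supplied by intact live HEK cells; FP after avidin binding of uncleaved biotin substrate so inhibition keeps polarization high; 0% = DMSO wells and 100% = 60 µM reference IDE inhibitor Ii1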
Target sequence (P14735 whole entry, looked up): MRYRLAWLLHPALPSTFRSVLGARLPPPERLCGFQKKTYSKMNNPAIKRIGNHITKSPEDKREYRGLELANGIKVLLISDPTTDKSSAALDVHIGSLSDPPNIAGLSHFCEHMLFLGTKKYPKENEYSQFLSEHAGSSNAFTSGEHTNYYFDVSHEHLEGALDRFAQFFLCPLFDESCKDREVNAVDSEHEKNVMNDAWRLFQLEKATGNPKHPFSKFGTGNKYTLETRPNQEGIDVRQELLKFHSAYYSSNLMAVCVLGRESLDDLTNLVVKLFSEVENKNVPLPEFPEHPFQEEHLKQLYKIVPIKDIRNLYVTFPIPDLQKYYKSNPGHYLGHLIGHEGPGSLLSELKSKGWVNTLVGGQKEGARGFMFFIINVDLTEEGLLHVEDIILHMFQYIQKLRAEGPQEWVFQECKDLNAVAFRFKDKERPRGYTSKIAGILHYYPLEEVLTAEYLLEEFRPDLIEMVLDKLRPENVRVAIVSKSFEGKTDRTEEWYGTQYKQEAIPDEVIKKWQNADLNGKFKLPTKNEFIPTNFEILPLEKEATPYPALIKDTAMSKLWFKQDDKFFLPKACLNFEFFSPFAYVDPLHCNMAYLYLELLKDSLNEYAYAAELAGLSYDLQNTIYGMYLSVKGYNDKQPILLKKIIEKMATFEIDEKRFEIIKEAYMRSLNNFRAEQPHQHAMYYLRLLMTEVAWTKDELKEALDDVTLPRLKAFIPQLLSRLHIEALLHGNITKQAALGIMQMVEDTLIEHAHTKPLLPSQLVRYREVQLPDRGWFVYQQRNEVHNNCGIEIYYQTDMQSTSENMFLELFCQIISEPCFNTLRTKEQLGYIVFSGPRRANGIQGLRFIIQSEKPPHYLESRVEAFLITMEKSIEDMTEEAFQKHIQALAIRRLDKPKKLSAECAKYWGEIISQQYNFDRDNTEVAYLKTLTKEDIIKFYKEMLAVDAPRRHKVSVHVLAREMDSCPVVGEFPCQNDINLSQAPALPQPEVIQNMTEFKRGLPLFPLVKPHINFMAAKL
CRFR2-BP antag: CRF-BP/CRF-R2 complex antagonism | inhibition, % at 11.8 µM | HEK293 CRF-R2/CRF-BP, CRF-induced calcium fluorescence | AID 588475 | 0.59% of 350,000 active;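 active = inhibition of the ligand-induced calcium signal above about 50% at the single tested concentration, limit read from the data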
IDE act: boosts human insulin-degrading enzyme activity in HEK cells; activation, % at 5.96 µM; 0.073% of 340,000 active; P14735; AID 493087; FAbeta-B cleavage, fluorescence polarization; 0% vehicle, 100% cell-free pure enzyme wells;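 active = activation above the mean of all tested compounds plus 3 SD, set per screening campaign, cut at about 17% in these data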
IMP-1 inh: blocks Pseudomonas aeruginosa IMP-1 metallo-beta-lactamase | purified IMP-1, nitrocefin hydrolysis, epi-absorbance fluorescence | inhibition, % at 5.6 µM | 0.45% of 290,000 active;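 active = inhibition above the mean plus 3 SD of all compounds in the same screening run, cut at about 4.5% in these data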;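 note: 0% = IMP-1 with DMSO and 100% = DMSO wells lacking enzyme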
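assay system = purified recombinant IMP-1 metallo-beta-lactamase enzyme | schedule = 15 min preincubation plus 25 min reaction at 25 °C | signal = Epi-absorbance fluorescence, 480 nm excitation, 530 nm emission | read-out basis = percent inhibition from optical density relative to buffer-blank wells | controls = IMP-1 with DMSO as 0%, enzyme-free DMSO as 100%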
GalR3 antagonist: human GalR3 antagonism. O60755. HEK293 GalR3-CNG cAMP membrane potential fluorescence; galR3 body fused to GalR1 C-terminus. 0.44% of 360,000 active. inhibition, % at 3 µM;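 active = inhibition above the screen-wide average plus 3 SD, cut at about 13% in these data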;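 note: forskolin and galanin both at EC90 stimulate the cells; cAMP rise reported by CNG channel membrane potential dye signal; 0% = forskolin plus galanin with DMSO and 100% = forskolin alone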
VIM-2 inhibitor: blocks Pseudomonas aeruginosa VIM-2 metallo-beta-lactamase; 0.89% of 290,000 active; inhibition, % at 5.6 µM; purified VIM-2, nitrocefin hydrolysis, epi-absorbance fluorescence; AID 1527;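 active = inhibition above the mean of all tested compounds plus 3 SD, cutoff set per screening run, cut at about 7.5% in these data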;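 note: red hydrolysis product quenches plate fluorescence so inhibitors raise well fluorescence; 0% = enzyme with DMSO and 100% = DMSO without enzyme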
HCV NS3 hel inh: HCV NS3 helicase inhibition. NS3 helicase DNA unwinding, Cy5 molecular beacon fluorescence. AID 1800. inhibition, % at 10.9 µM. 0.56% of 290,000 active;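 active = inhibition above the mean of all tested compounds plus 3 SD, set per campaign, cut at about 35% in these data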;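 note: 0% = DMSO wells and 100% = thioflavine S control wells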
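test system = hepatitis C virus NS3 helicase domain fragment enzyme | reagent = annealed dual-labelled DNA beacon duplex, ATP-started | times = 1 h at 25 °C | detection = Cy5 fluorescence, 0 and 60 min reads | read-out basis = percent inhibition from t60/t0 fluorescence ratio | control set = DMSO and thioflavine S | replication = one well per compound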
Numbers without * were called inactive; · = not tested or not shown. An unsorted share of the library; any-hit rate near 3.2%.

SMILES	UBC9 SUMO inh	p-CIP stab down	IDE cell inh	CRFR2-BP antag	IDE act	IMP-1 inh	GalR3 antagonist	VIM-2 inhibitor	HCV NS3 hel inh
C=CCNc1nc(Nc2ccc(-c3nc4ccccc4o3)cc2)nc(N2CCOCC2)n1	-16	3	-4	-28	0	-0.7	-8	-0.9	-24
Cc1nn(Cc2ccc(F)cc2)c(C)c1NC(=O)c1cc(-c2ccco2)on1	13	-15	6	13	7	0.3	·	0.9	7
CCCNC(=O)c1onc(CSc2ccc(F)cc2)c1C(=O)NC(C)C	·	·	1	6	1	·	-7	·	·
CCOc1ccccc1NC(=O)C(C)CC (stereo unspecified)	-7	-6	-2	10	-1	-1.4	-2	-0.6	3
COC(=O)c1ccc(/C=C(\C#N)c2ccccn2)cc1	-8	3	-3	10	-5	2.4	-7	1.9	-1
CCOc1ccc(OCC)c(NC(=O)c2ccc(CNc3c(N4CCOCC4)c(=O)c3=O)cc2)c1	2	1	-1	-16	-10	1.0	2	-0.1	22
Cc1nnc(SCC(=O)NNC(=O)CC#N)[nH]c1=O	-12	12	-2	10	0	-0.8	1	-1.2	-17
COc1cccc(C(=O)COc2ccc3ccc(=O)oc3c2)c1	0	2	1	10	1	-1.2	-7	0.6	0
CCCSCCCNC(=O)Cn1c(=O)c2cccn2c2ccccc21	0	-6	-6	9	1	-2.6	-11	-1.3	-5
CC1CC(C)CN(CC(=O)c2c[nH]c3ccccc23)C1 (stereo unspecified)	1	-19	8	-4	2	-4.0	-7	-2.5	-3
Cc1nn(CC2CC2)c(=O)n1-c1ccc(Oc2ccccc2)cc1	-3	-3	1	-3	0	-3.3	-2	-2.8	-10
CC1(C(=O)O)CCC(C(=O)NCCc2ccccc2)C1(C)C (stereo unspecified)	-5	-1	5	16	-18	-2.8	-3	-1.7	3
COc1ccc(C(CC(=O)O)N2Cc3ccccc3C2=O)cc1 (stereo unspecified)	-4	6	6	5	3	-4.6	-9	-0.5	-2
Cc1cccc(NC(=O)CSCC(=O)NCc2ccco2)c1	2	2	5	3	3	-3.3	-3	-2.8	13
COc1cccc(OC)c1C(=O)Nc1nc(-c2ccccc2)cs1	-20	-25	-1	-18	-1	-2.0	-3	-4.3	-2

Three neighbouring records already listed, quoted:
SMILES	UBC9 SUMO inh	p-CIP stab down	IDE cell inh	CRFR2-BP antag	IDE act	IMP-1 inh	GalR3 antagonist	VIM-2 inhibitor	HCV NS3 hel inh
Cc1nn(CC2CC2)c(=O)n1-c1ccc(Oc2ccccc2)cc1	-3	-3	1	-3	0	-3.3	-2	-2.8	-10
CC1(C(=O)O)CCC(C(=O)NCCc2ccccc2)C1(C)C (stereo unspecified)	-5	-1	5	16	-18	-2.8	-3	-1.7	3
COc1ccc(C(CC(=O)O)N2Cc3ccccc3C2=O)cc1 (stereo unspecified)	-4	6	6	5	3	-4.6	-9	-0.5	-2

Next section
SMILES	UBC9 SUMO inh	p-CIP stab down	IDE cell inh	CRFR2-BP antag	IDE act	IMP-1 inh	GalR3 antagonist	VIM-2 inhibitor	HCV NS3 hel inh
O=S(=O)(Nc1ccc2c(c1)OCO2)c1ccc(F)c(F)c1	·	·	6	-2	-3	·	-7	·	·
COc1ccc(OC)c(CCNC(=O)CS(=O)(=O)Cc2nc(-c3ccccc3Cl)oc2C)c1	-2	-10	-1	-4	3	-0.4	-7	-1.5	-5
CC(=O)Nc1ccc(NC(=O)c2ccccc2C)cc1	19	-11	2	0	3	-3.8	1	-3.0	0
CC(C)(C)C1CCC(C(=O)OCC(=O)N2CCOCC2)CC1 (stereo unspecified)	-18	2	2	-4	4	-2.3	-2	-2.8	2
Cc1ccc(OCC(=O)NC(C)c2ccccc2)c([N+](=O)[O-])n1 (stereo unspecified)	11	9	7	7	-1	-3.0	10	-2.3	10
CCN1CCN(CCC(=O)Nc2ccccc2C)CC1	1	2	-1	1	-2	-2.4	-9	-2.2	5
CCN(CC)c1ccc(S(=O)(=O)N2CCOCC2)cc1NC(=O)CN1C(=O)NC2(CCC(C)CC2)C1=O (stereo unspecified)	·	·	-2	-20	-1	·	-1	·	·
COC(=O)c1ccc(NN=Nc2ccc(C)cc2)cc1	15	-3	1	-19	6	-1.8	-13	-2.7	8
Cc1cc(C(=O)COC(=O)c2ccc3c(c2)NC(=O)CS3)c(C)n1CC1CCCO1 (stereo unspecified)	21	0	-1	-22	2	1.2	23*	-2.2	2
COc1ccc(CCNC(=O)CSc2nc3[nH]ncc3c(=O)n2-c2ccc(Cl)cc2Cl)cc1OC	0	1	6	1	2	-0.1	-4	-0.3	-6
CCCOc1ccc(C(=O)NNC(=S)NC(=O)c2ccco2)cc1	-28	-8	10	-15	0	-5.2	-5	-4.0	-4
COc1ccc(NS(=O)(=O)c2ccc(Br)cc2)cn1	-1	3	10	-8	0	-7.5	0	-0.5	-8
CCn1c(CNC(=O)c2ccc(OC)cc2)nnc1SCC(=O)c1ccccc1	-5	-6	0	2	-4	-6.7	0	-4.5	-3
CCOC(=O)c1cc2sccc2n1CC(=O)N1CCCc2ccccc21	-2	0	1	5	2	1.1	-5	1.7	-12
Cc1nonc1NC(=O)CSc1cn[nH]n1	4	5	-5	-4	4	-3.7	-9	0.3	8
Cc1nc2c(-c3ccccc3)c(C)nn2c(C)c1CCC(=O)NCc1ccco1	11	-20	5	10	1	-0.3	1	0.0	-3
CCn1c2ccccc2c2nnc(SCC(=O)NCc3cccs3)nc21	13	-31	5	7	3	-4.2	-5	-1.0	-3
Cn1c(=O)n(C)c2cc(N3CCOCC3)c(NC(=O)c3cccc(Cl)c3)cc21	5	-2	1	4	2	-2.0	1	-1.9	14
CC1=C/C(=N\NC(=O)c2cccs2)CC(C)(C)C1	27	4	-2	-39	-1	-0.7	5	-0.7	-11
C(=N\Nc1nncc2ccccc12)/c1ccccc1	18	-13	9	8	3	-2.2	-1	2.6	1
CS(=O)(=O)N(CC(=O)N1CCN(Cc2ccccc2)CC1)c1cccc([N+](=O)[O-])c1	4	-6	3	1	2	-1.8	-3	-2.5	-1
O=C(c1cc2ccccc2cc1O)N1CCN(c2cccc(Cl)c2)CC1	·	·	-5	-4	6	·	-3	·	·
COc1ccc(Nc2nc3cc(C)ccc3cc2C#N)cc1	6	-11	3	-28	-1	-1.4	-8	-0.6	-6
O=C(COC(=O)c1ccccc1NC(=O)c1ccco1)Nc1ncc(Cl)cc1Cl	11	1	-7	7	1	-2.1	-1	-0.5	6
O=C(Nc1cccc(Cl)c1Cl)c1ccc(-c2ccccc2)cc1	13	0	-2	17	5	-2.2	-3	-2.1	-1
Cc1ccccc1OCC(=O)Nc1cccc(S(=O)(=O)NC2=NCCC2)c1	·	·	-1	-5	-1	·	-2	·	·
O=C(CN1CCCC1)Nc1sc2c(c1C(=O)Nc1ccccc1)CCCC2	-7	-8	·	-17	2	-2.2	-2	-4.5	-15
O=S(=O)(NCCc1ccccc1)c1ccc(Cl)nc1	-26	11	-5	-13	-4	-3.2	-3	-1.8	-6
COc1cccc(N2C(=O)CC(N3CCN(CCN=CC4=C(O)CC(C)(C)CC4=O)CC3)C2=O)c1 (stereo unspecified)	12	-4	-7	3	7	-1.5	-3	1.4	-5
Cc1ccc(C)c(NC(=O)c2cc(-c3cc(C)c(C)cc3O)n[nH]2)c1	-16	-3	7	-9	5	-4.7	-11	-3.5	10
O=C(NCC1CCCO1)C1CCN(C2CCN(Cc3cccs3)CC2)CC1 (stereo unspecified)	18	-3	-8	3	1	-1.1	5	-1.2	8
CC1(C)S/C(=N/N=C/c2cccs2)NC1=O	1	2	-1	-4	1	-2.9	2	-3.9	6
NC(=O)NO	·	·	7	4	7	·	-4	·	·
CN(c1ccc(C(=O)N2CCOCC2)cc1)S(C)(=O)=O	16	-6	-4	28	3	-3.0	-12	-1.3	1
C=CCNc1sc(C(=O)C(C)(C)C)c(N)c1C#N	11	-9	6	-10	3	-1.9	-6	-1.9	-15
COc1ccccc1-c1cn(S(=O)(=O)c2ccc(F)cc2)nc1N	-10	7	-3	0	1	-2.4	-8	-3.4	-14
O=C(COC(=O)CCCN1C(=O)c2cccc3cccc(c23)C1=O)Nc1ccc(Cl)cc1	-5	-4	0	-30	-3	-3.0	0	0.1	-6
CCOCCCNS(=O)(=O)c1ccc2c(c1)CCN2C(=O)CC	11	-4	2	5	3	-6.0	0	-0.4	-4
COc1cccc(C(=O)Nc2ccc(NC(=O)C3CCCCC3C(=O)O)cc2)c1 (stereo unspecified)	6	-13	3	1	-4	-1.4	-3	-1.0	19
CC1CCN(Cc2c(C(=O)N/N=C/c3cccc(Cl)c3)nnn2-c2nonc2N)CC1	·	-3	-3	-1	2	-2.3	-1	-1.3	-19
Cc1ccc(CN(C)C(=O)CN2C(=O)NC3(CCCC3)C2=O)o1	·	·	-3	5	2	·	-1	·	·
O=C(NCCN1CCCC1)C1COc2ccccc2O1 (stereo unspecified)	6	-4	2	15	3	-2.0	-1	-1.6	2
O=C1CN(C(=O)c2ccccc2)C(c2ccccc2)c2cc(F)ccc2N1 (stereo unspecified)	0	-15	2	-18	3	-4.0	-10	-5.0	10
COc1ccc(N2C(=O)CN=C2Nc2nc(C)cc(C)n2)cc1OC	-1	6	0	-10	4	-4.3	-8	-2.4	1
COc1ccc(-n2c(C)cc(C(=O)CSc3nnc(-c4cccs4)o3)c2C)cc1	20	-10	5	3	4	-0.5	-3	-1.7	9
C=CCC[C@@H](Cc1ccc(F)cc1)C(=O)OC[C@@H](Cc1c[nH]c2ccccc12)NC(=O)[C@H](CC=C)CC(=O)N[C@H](CO)Cc1ccccc1	·	·	3	26	10	·	-10	·	·
CCO[C@H]1OC(C(=O)N2CCN(Cc3ccc4c(c3)OCO4)CC2)=C[C@@H](c2ccc(C(F)(F)F)cc2)[C@@H]1CCCO	-17	-3	6	2	4	-3.4	-8	-2.2	-20
CCc1nc2sc3c(=O)n(N)cnc3c2c2c1COC(C)(C)C2	-2	-23	-5	·	·	-1.0	·	0.8	-6
O/N=C(\c1ccc(Cl)cc1)c1cc2ccccc2o1	-20	4	-5	4	-2	-4.0	-10	-3.7	-11
CCOC(=O)C1(Cc2cccc(F)c2)CCN(C(=O)C2CCCO2)CC1 (stereo unspecified)	1	0	-3	6	1	0.9	7	0.8	0
CC(C)(C)C(=O)Nc1c2c(nn1-c1ccc(F)cc1)CSC2	4	8	-3	2	7	-1.8	-8	-1.4	8
COc1cc(O)c(NC(C)=O)c2nonc12	·	3	1	1	-1	-3.4	-3	-2.8	7
Cn1nnnc1SCC(=O)N1CCN(C(c2ccccc2)c2ccccc2)CC1	-2	8	5	6	-2	-2.9	2	-3.6	-9
Cc1ccc(N(C(=O)NC2CCCCC2)C2=NCCCCC2)cc1	-7	-3	-1	10	2	-5.5	2	-1.6	8
CCn1cc(CNC(=O)c2cc(COc3ccc(F)cc3F)on2)cn1	-6	-5	1	5	2	-1.5	1	-1.9	2
Cc1nn(C)cc1-c1csc(N)n1	-2	0	3	-3	-1	-4.0	-4	1.0	7
CCSc1nnc(NC(=O)c2csc3c2CCC(C)C3)s1 (stereo unspecified)	-2	-9	-2	-24	1	-1.4	-8	-2.8	-1

Bioassay records (PubChem)
